NPYLR7 agonist: mosquito NPYLR7 agonism; HEK293T NPYLR7/Galpha15, GCaMP6s calcium fluorescence; activation, % at 10 µM; 0.15% of 270,000 active; in the data active = activation above about 40%;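 also: 0% = vehicle and 100% = reference agonist at the receptor; some compounds past the cut are filed as inactive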
hcGAS inh: human cGAS inhibition. Q8N884. recombinant h-cGAS, ATP depletion, Kinase-Glo luminescence. inhibition, % at 12.5 µM. 0.081% of 290,000 active;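 also: 0% = vehicle reaction and 100% = reaction without DNA for no activity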
Target sequence (Q8N884 whole entry, looked up): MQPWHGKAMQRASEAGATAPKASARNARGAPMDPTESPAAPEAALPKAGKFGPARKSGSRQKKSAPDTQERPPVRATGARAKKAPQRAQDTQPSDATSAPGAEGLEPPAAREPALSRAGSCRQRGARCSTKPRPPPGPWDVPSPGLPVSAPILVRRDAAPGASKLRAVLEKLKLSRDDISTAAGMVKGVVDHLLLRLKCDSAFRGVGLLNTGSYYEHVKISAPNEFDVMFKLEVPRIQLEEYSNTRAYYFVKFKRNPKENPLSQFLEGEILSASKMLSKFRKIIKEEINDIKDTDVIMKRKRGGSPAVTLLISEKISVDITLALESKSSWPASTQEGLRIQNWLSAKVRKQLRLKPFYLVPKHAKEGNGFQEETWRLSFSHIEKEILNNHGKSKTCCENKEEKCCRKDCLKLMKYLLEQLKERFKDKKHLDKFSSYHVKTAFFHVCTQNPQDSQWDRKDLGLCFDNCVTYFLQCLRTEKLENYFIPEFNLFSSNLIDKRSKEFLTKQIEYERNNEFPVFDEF
mcGAS lum: mouse cGAS inhibition by luminescence. Q8C6L5. recombinant cGAS, Kinase-Glo ATP depletion luminescence. inhibition, % at 12.5 µM. 0.15% of 160,000 active;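 also: 0% = negative control wells and 100% = reference inhibitor with no enzyme activity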
Starred values were filed as active, the others as inactive; x = not tested or not shown; & = joins results of further samples. Rule as the data show it, unless noted: active = inhibition above about 40%; inactive = the rest.

Second line of a record – hcGAS inh	mcGAS lum	NPYLR7 agonist
> CCN1CCN(CCNc2nc3ccc(C)cc3c(=O)n2C)CC1
 : 5	x	2
> CC(C)(C)S(=O)(=O)CCNC(=O)N1CCc2ccc(Cl)cc21
 : -2	x	-6
> O=c1[nH]cnc2ccsc12
 : -5	x	10
> COc1ccc(-c2nc(N(CCC(=O)NC(C)c3ccccc3)Cc3ccccc3)c3ccccc3n2)cc1 (configuration not stated)
 : -1	-2	3
> Cc1nc(C(=O)N(C)Cc2cc(C(C)(C)C)n[nH]2)cs1
 : -5	-26	9
> CC(=O)NCCCN(C)c1c(Cl)cccc1C#N
 : 1	x	-4
> CC(CCc1ccc(O)cc1)NCCc1ccc(O)c(O)c1 (configuration not stated)
 : -7&-2	-2	-3&0
> Cc1ccc(C(=O)c2cnc3cc4c(cc3c2N2CCN(C)CC2)OCO4)cc1C
 : 0	x	-4
> CCOC(=O)c1c(-c2ccc(C)o2)csc1NC(=O)CN1CC(C)OC(C)C1 (configuration not stated)
 : -10	x	0
> CC1(C(=O)NS(=O)(=O)c2ccc(Cl)cc2)CCN1C(=O)CCc1cccs1 (configuration not stated)
 : 0	1	-2
> CCC(CO)NCCNC(CC)CO (configuration not stated)
 : -1	x	-2
> O=C(C1CC=CCC1)N1CC(=O)N(C2CCCCC2)CC(OCc2cccnc2)C1 (configuration not stated)
 : -10	-8	14
> CC(C)Oc1nc(-c2cccc(F)c2)n(-c2cccc(NCC(O)COCc3ccccc3)c2)n1 (configuration not stated)
 : -8	-7	-1
> COc1cc(-c2cc(C(=O)NCc3ccc(F)c(Cl)c3)c3ccccc3n2)cc(OC)c1OC
 : 4	-3	4
> O=C(NC1CC1)C1CCN(C2CCN(Cc3cccc(-n4cccn4)c3)CC2)CC1
 : -10&-3	-4	8&-3
> Cc1ccccc1NC(=O)Cn1nc2c(=O)n(-c3ccc(Br)cc3)ccn2c1=O
 : -7	-9	5
> COC(=O)c1ccc2[nH]c3c(c2c1)CN(c1ccc(C#N)cn1)CC3
 : 6	-1	2
> COc1ccc(-c2nn(-c3ccccc3F)cc2CNCc2ccccc2OC)cc1
 : -4	-9	14
> Cc1oc2nc3c(c(=O)n(Cc4ccc(Cl)c(Cl)c4)c(=O)n3C)n2c1C
 : -7	-9	0
> N#CSc1ccc(Nc2cc(N3CCOCC3)c3nonc3c2[N+](=O)[O-])cc1
 : -4	-10	-2
> CCSCCOC(=O)C1=C(C)NC(=O)NC1c1ccc(F)cc1 (configuration not stated)
 : -4	0	-2
> CC1CN(c2ncnc3c2cnn3CCNC(=O)C2CC(=O)N(c3ccccc3)C2)CC(C)O1 (configuration not stated)
 : -9	-9	1
> O=C(NCC1Cc2cccc(-c3ncccn3)c2O1)c1ccc(-n2cccn2)cc1 (configuration not stated)
 : -7	-12	20
> CCCN(CCC)Cn1c(O)c(N=NC(=O)c2ccccc2)c2ccccc21
 : -5	-7	-1
> CCOC(=O)c1c(NC(=O)CN2CC3CCCC32)sc(C(=O)NC)c1C (configuration not stated)
 : -4	x	0
> COC(=CC(=O)O)C(O)C(OC(C)=O)C1OC1c1ccccc1 (configuration not stated)
 : -5	-8	-8
> Cc1cccc(N2CCN(S(=O)(=O)c3c[nH]c(=O)[nH]c3=O)CC2)c1C
 : -1	-8	-8
> O=C(CC1C(=O)OCC2CCCCN21)Nc1cccc(Cl)c1 (configuration not stated)
 : 2	x	7
> COC(=O)c1ccccc1NC(=O)N1CCN(CC(OCc2cccc(Cl)c2)c2cccc(OC)c2)CC1 (configuration not stated)
 : -5	-6	-3
> CC(=O)Nc1cccc(C(=O)N2CCCC(C(F)(F)F)C2)c1 (configuration not stated)
 : -7	-5	-1

(cont.)
Second line of a record – hcGAS inh	mcGAS lum	NPYLR7 agonist
> COC(=O)NC1(C(F)(F)F)NC(=O)N(C2CCCCC2)C1=O (configuration not stated)
 : -12	x	16
> CC(C)c1cc2c(=O)[nH]c(CN3CCCC3)nc2s1
 : -1	-4	21
> Cc1ccc(N2C(=O)C3CC=CC(C)C3C2=O)cc1F (configuration not stated)
 : -3	-6	9
> COC(=O)c1cc(NC(=O)Cc2cccs2)cc(C(=O)OC)c1
 : 2	x	-2
> CS(=O)(=O)Nc1ccc(O)cc1
 : -5	x	9
> CC(=O)Nc1cccc(C(=O)Nc2ccc(Br)cc2Cl)c1
 : -15	x	-1
> CCC(=O)NCc1nc2c(n1CC)CN(S(=O)(=O)CC)CC2
 : -14	-6	x
> C=CCn1c(O)c(N=NC(=O)c2ccc(C)cc2)c2ccccc21
 : 0	-5	2
> Cc1nc(C2CCOC(C)(C)C2)cs1 (configuration not stated)
 : 0	x	4
> CC(=O)c1c(C)[nH]c(C(=O)OCc2cc(-c3ccco3)on2)c1C
 : -2	x	1
> CCC(=O)C1=C(c2ccc(C)cc2)N(C(=O)CC)n2c(nnc2-c2ccccc2)S1
 : -12	x	1
> C=CCCC(O)CN(Cc1ccco1)Cc1c(C)nn(-c2ccccc2)c1Oc1ccc(C)cc1 (configuration not stated)
 : -1	-3	-2
> O=C(O)c1ccccc1C1CCN(C(=O)c2ccccc2-n2cncn2)C1 (configuration not stated)
 : -5	x	-1
> Cc1cccn2c(CNC(C)CO)cnc12 (configuration not stated)
 : -3	x	13
> Cc1cc(C)n(Cc2ccc(C(=O)N(C)C(C)c3nccs3)cc2)n1 (configuration not stated)
 : -5	-11	2
> O=C(c1ccc(F)cc1)N1CCCC(N2CCN(c3ccccc3)CC2)C1 (configuration not stated)
 : -2	x	4
> Cn1c(O)c(N=NC(=O)COc2ccc(Cl)cc2Cl)c2ccccc21
 : -2	-8	-3
> COc1cc(OC)cc(C(=O)N(Cc2cccc(Cl)c2)Cc2nc3cc(Cl)ccc3o2)c1
 : -4	-5	-6
> Cc1ccccc1-n1cc(CN(C)Cc2nc(-c3cnccn3)no2)cn1
 : 1	-2	-3
> CC1CCCCN1C(=O)c1cc(N2CCOCC2)nc2ccccc12 (configuration not stated)
 : -6	-4	13
> COC[C@H]1CCCN1Cc1cccc(C(=O)Nc2ccc(F)cc2F)c1
 : -10	-19	4
> CCSC1CCC(NC(=O)N(C)C(C)c2ccncc2)C1 (configuration not stated)
 : -8	x	9
> COc1ccc(N2CCN(c3nc(SCc4ccc(C(=O)N5CCOCC5)cc4)nc(C)c3C)CC2)cc1
 : -3	-3	7
> COCCN(Cc1cccs1)C(=O)C(=O)Nc1ccc(C)cc1
 : -8	x	7
> CC1CCc2cc(F)ccc2N1C(=O)CCCSc1ccc(NC(=O)C2CC2)nn1 (configuration not stated)
 : -6	-7	0
> CCC(C)(C)C(=O)N1CCCC1CCc1ncc(C)n1C(C)C (configuration not stated)
 : -11	-5	x
> O=C1CC(N2CCN(CCOc3ccccc3)CC2)C(=O)N1c1ccc(Br)cc1 (configuration not stated)
 : -4	x	0
> Cn1c(=O)[nH]c(=O)c2c1nc(N1CCC(C(N)=O)CC1)n2CCCSc1nc2ccccc2s1
 : 5	x	-1
> COC(=O)C1=C(O)/C(=C\c2ccc3c(c2)OCO3)SC1=Nc1ccc(C(F)(F)F)cc1
 : -4	-2	-4
> COc1ccc(-n2nc(-c3cccs3)cc2C(=O)N2CC3(C)CC2CC(C)(C)C3)cc1 (configuration not stated)
 : -6	-3	-6

A portion from the list above, as a working copy:
Second line of a record – hcGAS inh	mcGAS lum	NPYLR7 agonist
> C=CCCC(O)CN(Cc1ccco1)Cc1c(C)nn(-c2ccccc2)c1Oc1ccc(C)cc1 (configuration not stated)
 : -1	-3	-2
> O=C(O)c1ccccc1C1CCN(C(=O)c2ccccc2-n2cncn2)C1 (configuration not stated)
 : -5	x	-1

The list goes on.
Second line of a record – hcGAS inh	mcGAS lum	NPYLR7 agonist
> COc1ccc(-n2c(=O)c3c4c(sc3n3c(SC)nnc23)CCCC4)cc1
 : -9	x	3
> NS(=O)(=O)c1cc(C(=O)OCC(=O)N2CCCCC2)c(Cl)cc1Cl
 : -9	x	3
> CCCc1nc(N2CCN(C(=O)COc3ccc(Cl)cc3)CC2)c2c(C)nn(-c3ccccc3)c2n1
 : -14	-8	x
> CC(c1ccccc1)N(Cc1cccc(Cl)c1)Cc1nc(C(=O)NCc2ccc(F)cc2)co1 (configuration not stated)
 : -5	-5	24
> COc1cccc(CN(CC2CC(c3ccc(OC)c(OC)c3)=NO2)C(=O)NC(C)C)c1 (configuration not stated)
 : -11	-10	24
> CCOC(=O)c1c(-c2cccs2)csc1NC(=O)CN1CCc2ccccc2C1
 : -5	-5	-4
> CSc1nnc2ccc(-c3ccc(C)cc3)nn12
 : -7	-7	-14
> CCCC1=NN(C(C)=O)C(C(=O)NCC2COC(C)(C)O2)O1 (configuration not stated)
 : 2	x	2
> Cc1nnc(SCc2cccc(C#N)c2)s1
 : -1	x	-7
> CC(=O)Oc1cn(OC(C)=O)c2ccc(Br)cc12
 : 11	22	4
> COCc1nc(NCc2scnc2-c2ccccc2)c2cnn(C)c2n1
 : -6	x	-4
> CC(C)CN1C(=O)c2ccccc2NC12CCN(C(=O)c1ccc(Cl)s1)CC2
 : -9	x	1
> CCC(C(=O)N1CCOCC1)n1c(=O)n(-c2ccc(C)c(Cl)c2)c(=O)c2ccccc21 (configuration not stated)
 : -3	-8	5
> Cn1c(=O)[nH]c(=O)c2c1n1c(-c3c(F)cccc3Cl)nnc1n2C
 : 1	x	6
> CCC(=O)N1CC(C(=O)N2CCN(C)CC2)C(c2cccc(C(F)(F)F)c2)C1 (configuration not stated)
 : -7	x	29
> Cc1nc2c(C)cccn2c(=O)c1NC(=O)c1ccccc1[N+](=O)[O-]
 : -9	x	3
> COC(=O)c1ccc(COC(CN2CCN(S(=O)(=O)c3cccc(OC)c3)CC2)c2ccc(Cl)cc2)cc1 (configuration not stated)
 : -6	-6	0
> O=C(c1c(O)[nH]c(=O)[nH]c1=O)C(Oc1ccccc1)c1ccccc1 (configuration not stated)
 : -7	x	11
> O=C(c1ccc(F)c(Cl)c1)N1CCN(c2nc3nccc(-c4ccc5c(c4)OCO5)n3n2)CC1
 : -7	-5	4
> Cc1nc(-n2nnc3cc(C)c(C)cc32)c2c3c(sc2n1)CCC3
 : -6	-9	5
> N#Cc1cnn(-c2ccccc2)c1NC(=O)CCl
 : 0	10	8
> COc1ccc(-n2nc(C)c(-c3ccccc3)c2NC(=O)CN(CC(C)C)C(=O)c2cccc(C(F)(F)F)c2)cc1
 : 0	-6	x
> COc1cc(CN2C(=O)C(C)ON=C2c2cccc(C)c2)cc(OC)c1 (configuration not stated)
 : -4	x	5
> CN(C(=O)c1sc2cc3c(cc2c1Cl)OCCO3)C1CCCCC1
 : 2	x	-9
> COc1ccc(NC(=O)CSc2nc(N)c(NC(=O)c3ccc(C(F)(F)F)cc3)c(=O)[nH]2)cc1
 : 0	-7	9
> O=C(Nc1ccc(-c2nc3cc(Cl)ccc3o2)cc1)c1ccc([N+](=O)[O-])cc1
 : -7	-6	-2
> CSc1ccc(C2c3[nH]c4ccccc4c3CCN2C(=O)CCc2cccs2)cc1 (configuration not stated)
 : 1	-13	9
> CCN=c1scc(-c2ccc(Br)cc2)n1N=C1CCCC1
 : -8	x	-5
> Cc1ccc2cccc(OCC(=O)NC(C)C(C)C)c2n1 (configuration not stated)
 : -8	-7	1
> COc1cc(CN2CCC(CO)(Cc3ccccc3Cl)CC2)cc(OC)c1OC
 : -9	x	-1

Other compounds follow:
Second line of a record – hcGAS inh	mcGAS lum	NPYLR7 agonist
> CC(=O)Nc1cccc(-c2cccc3nc(C)ccc23)c1
 : -5	-11	-4
> Oc1ccc(-n2ccnc2)cc1
 : -6	x	6
> CN(Cc1ccsc1)C(=O)c1ccc(NS(=O)(=O)c2ccc(F)cc2)cc1
 : -2	-6	6
> O=C1CCCCCN1CO
 : 83*	3	-6
> O=C1N[C@@H](Cc2c[nH]c3ccccc23)C(=O)N[C@H]1Cc1c[nH]c2ccccc12
 : -7	-4	1
> Cc1ccc(OCc2nc(C(=O)NCCc3ccccn3)cs2)c(C)c1
 : -8	-7	21
> COCCN(CC(=O)N(CCc1ccccc1)Cc1ccco1)C(=O)Nc1ccc(F)c(Cl)c1
 : -6	-5	-5
> COc1ccc(/C=C2\C=C(c3ccccc3)N(c3cccc(Cl)c3)C2=O)cc1Br
 : -5	-4	0
> OC[C@@H](Nc1nccc(CCC(F)(F)F)n1)c1ccccc1
 : -9	x	25
> CCCNC(=O)c1nn(-c2ccc(S(C)(=O)=O)cc2)c(=O)n(Cc2cccc(C)c2)c1=O
 : -5	-8	1
> Cc1ccc(NC(=O)CSc2nc(Cl)cc(N3CCN(C(c4ccccc4)c4ccccc4)CC3)n2)cc1
 : -3	-5	21
> c1ccn(-c2ccc(-c3noc(-c4cnccn4)n3)cc2)c1
 : 3	x	-3
> CC(C)Cn1c(N2CCN(Cc3c(Cl)cccc3Cl)CC2)nc2c1c(=O)[nH]c(=O)n2C
 : -11	x	4

5 entries from above, ordered by molecular weight, rising:
Second line of a record – hcGAS inh	mcGAS lum	NPYLR7 agonist
> Oc1ccc(-n2ccnc2)cc1
 : -6	x	6
> CC(=O)Nc1cccc(-c2cccc3nc(C)ccc23)c1
 : -5	-11	-4
> O=C1N[C@@H](Cc2c[nH]c3ccccc23)C(=O)N[C@H]1Cc1c[nH]c2ccccc12
 : -7	-4	1
> CN(Cc1ccsc1)C(=O)c1ccc(NS(=O)(=O)c2ccc(F)cc2)cc1
 : -2	-6	6
> CCCNC(=O)c1nn(-c2ccc(S(C)(=O)=O)cc2)c(=O)n(Cc2cccc(C)c2)c1=O
 : -5	-8	1
